Screens from PubChem.
TDP1 cell noCPT: qHTS for Inhibitors of human tyrosyl-DNA phosphodiesterase 1 (TDP1): qHTS in cells in absence of CPT; DT40 Tdp1-/- hTDP1 cells, no CPT, ATP luminescence, 48 h; Potency, µM (series often up to 46.2 µM), inactives show top-dose activity change, negative = growth inhibition, hits mostly inhibitors; 420,000 compounds, 15% hits; further: nearly all actives have a fitted effect of over 55% in size
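Camptothecin absent (DMSO only). Human TDP1-complemented DT40 knockout cells, 400 cells/well, 37 °C for minimum 48 hr; ATP measured via CellTiter-Glo, 30 min dark incubation, luminescence.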
DT40 TDP1 CPT: DT40-hTDP1 cell growth loss with CPT; chicken DT40 Tdp1-/-;hTDP1 cells + 20 nM CPT, ATP luminescence, 48 h; Potency, µM (titrated, usually from 46.2 µM), inactives show at the highest dose activity change, negative = growth inhibition, usual class: inhibitors; 420,000 compounds, 12% hits; AID 686979; further: nearly all actives have a fitted effect of over 55% in size
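Chicken DT40 Tdp1-/- cells complemented with human TDP1, 400 cells/well, exposed to compounds plus 20 nM camptothecin for at least 48 h at 37 C; viability read as ATP content by CellTiter-Glo luminescence.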
GCN5L2 inh: GCN5L2 (KAT2A) acetyltransferase inhibition; GCN5L2 HAT assay, ThioGlo1 CoA-SH fluorescence; Potency, µM (series often up to 58.9 µM), for inactives: at the highest dose activity change, negative = inhibition, actives largely listed as inhibitors; 390,000 compounds, 0.21% hits; AID 504327
Target sequence (Q92830 whole entry, looked up): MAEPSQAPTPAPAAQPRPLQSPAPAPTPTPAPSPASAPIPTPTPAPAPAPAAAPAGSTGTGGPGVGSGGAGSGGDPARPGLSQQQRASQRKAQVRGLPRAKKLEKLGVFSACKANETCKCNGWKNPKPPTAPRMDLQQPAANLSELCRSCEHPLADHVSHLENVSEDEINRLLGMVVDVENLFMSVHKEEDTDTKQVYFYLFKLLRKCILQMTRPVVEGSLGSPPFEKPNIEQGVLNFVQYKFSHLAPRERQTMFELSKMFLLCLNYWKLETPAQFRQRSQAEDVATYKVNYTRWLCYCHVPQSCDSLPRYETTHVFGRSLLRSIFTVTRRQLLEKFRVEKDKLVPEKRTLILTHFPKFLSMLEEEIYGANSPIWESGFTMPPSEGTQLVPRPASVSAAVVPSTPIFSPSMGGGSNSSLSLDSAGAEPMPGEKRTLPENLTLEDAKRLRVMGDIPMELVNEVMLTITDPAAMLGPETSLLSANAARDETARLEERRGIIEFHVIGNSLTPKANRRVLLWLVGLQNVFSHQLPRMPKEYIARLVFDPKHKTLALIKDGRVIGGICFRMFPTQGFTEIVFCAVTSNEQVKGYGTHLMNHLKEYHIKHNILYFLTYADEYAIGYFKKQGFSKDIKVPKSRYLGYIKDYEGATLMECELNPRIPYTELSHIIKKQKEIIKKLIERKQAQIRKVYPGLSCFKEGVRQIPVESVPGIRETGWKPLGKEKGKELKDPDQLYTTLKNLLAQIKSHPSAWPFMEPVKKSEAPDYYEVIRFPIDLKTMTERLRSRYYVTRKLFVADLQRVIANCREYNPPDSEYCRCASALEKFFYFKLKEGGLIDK
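GCN5L2 (20 nM) in 50mM HEPES pH 7.5, 0.1mM EDTA, 0.01% Tween-20 preincubated 15 min with compounds at room temperature. Reaction started with H3(1-25) 75uM, acetyl-CoA 70uM, ThioGlo1 50uM; CoA-thiol fluorescence (Ex340/Em540) read at 0 and 20 min.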
Active calls of the source: *. The call rests on the fitted dose curve; in most records, active means well fitted curve in the direction sought with a large enough effect; inconclusive means small, poorly fitted or top-dose-only effect, or another doubt; inactive means no such curve, though single readings can be large; an effect the other way counts as inactive or inconclusive. On the % scale 0 is the no-effect control and ±100 the full control effect; potency means the concentration at half of the fitted maximal effect.

Screening O=C(NCCCN1CCOCC1)C(=O)NCC1OCCN1S(=O)(=O)c1ccc(Br)cc1 (centres undefined) returned TDP1 cell noCPT -1%, DT40 TDP1 CPT -3% and GCN5L2 inh 0%.
For COc1ccc(-c2csc3ncn(Cc4ccccc4)c(=O)c23)cc1 the results were TDP1 cell noCPT inconclusive, DT40 TDP1 CPT inconclusive and GCN5L2 inh -7%.
For Cc1cc(C)nc(SC2CC(=O)N(c3ccc(C)c(C)c3)C2=O)n1 (centres undefined) the results were TDP1 cell noCPT 15µM*, DT40 TDP1 CPT inconclusive and GCN5L2 inh -15%.
CN(C(=O)CSc1nc2ncccc2o1)c1ccc(F)cc1 was read as TDP1 cell noCPT -22%, DT40 TDP1 CPT 3% and GCN5L2 inh 1%.
N#CC(C#N)=Cc1cc2ccccc2nc1N1CCCCC1 was read as TDP1 cell noCPT 21µM*, DT40 TDP1 CPT 21µM* and GCN5L2 inh -8%.
O=C(CN1CCC(NC(=O)Cc2ccccc2)CC1)Nc1cccc2ccccc12 was read as TDP1 cell noCPT -13%, DT40 TDP1 CPT inconclusive and GCN5L2 inh -12%.
For Cc1ccc(C(=O)c2cn(Cc3cccc(C)c3)c3nc(C)ccc3c2=O)cc1 the results were TDP1 cell noCPT 21µM*, DT40 TDP1 CPT inconclusive and GCN5L2 inh -2%.
For CCn1c(=O)n(-c2ccc(F)c(Cl)c2)c(=O)c2c3c(sc21)CN(C(C)=O)CC3 the results were TDP1 cell noCPT -18%, DT40 TDP1 CPT inconclusive and GCN5L2 inh -2%.
For COc1ccc(N2CCN(C(=O)Cn3c(-c4cccs4)cc4ccccc43)CC2)cc1 the results were TDP1 cell noCPT inconclusive, DT40 TDP1 CPT inconclusive and GCN5L2 inh -7%.
For O=C(CNC(=O)c1ccccc1)OCC(=O)c1ccccc1Cl the results were TDP1 cell noCPT 11%, DT40 TDP1 CPT -20% and GCN5L2 inh 1%.
Screening Cc1ccc(CNC(=O)C2CCCN(c3ncnc4onc(-c5ccc(F)cc5)c34)C2)cc1 (centres undefined) returned TDP1 cell noCPT 18µM*, DT40 TDP1 CPT inconclusive and GCN5L2 inh 11%.
Cc1cc2c(cc1C)NC1=C(N2)OC(c2cccc(O)c2)C1=O (centres undefined) was read as TDP1 cell noCPT inconclusive, DT40 TDP1 CPT inconclusive and GCN5L2 inh -2%.
For Cc1cc(NC(=O)CSc2nnc(-c3ccc4c(c3)OCCO4)o2)no1 the results were TDP1 cell noCPT inconclusive, DT40 TDP1 CPT -5% and GCN5L2 inh 3%.
Screening COCCCNC(=O)CC1C(=O)N(Cc2ccccc2)C(C)c2nc3ccccc3n21 (centres undefined) returned TDP1 cell noCPT -11%, DT40 TDP1 CPT 1% and GCN5L2 inh -10%.
`O=C(COc1ccc([N+](=O)[O-])cc1)NCc1ccncc1` gave TDP1 cell noCPT -9%, DT40 TDP1 CPT 0% and GCN5L2 inh -4%.
Screening CCCCC(=O)Nc1nc(-c2ccc(S(=O)(=O)N3CCOCC3)cc2)cs1 returned TDP1 cell noCPT 18µM*, DT40 TDP1 CPT inconclusive and GCN5L2 inh inconclusive.
COCCCNc1nc2c(c(=O)[nH]c(=O)n2C)n1CC(O)COc1ccccc1 (centres undefined) was read as TDP1 cell noCPT -5%, DT40 TDP1 CPT -14% and GCN5L2 inh -1%.
`COc1ccc2c(c1OC)C(=O)OC2N1C(=O)CC[C@H]1C(=O)NCC1CCCO1` (some centres undefined) gave TDP1 cell noCPT 6%, DT40 TDP1 CPT 18% and GCN5L2 inh -7%.
For COc1ccc(CC(=O)O/N=C(\N)Cc2cccc3ccccc23)cc1 the results were TDP1 cell noCPT inconclusive, DT40 TDP1 CPT -2% and GCN5L2 inh -3%.
Cc1nnc(SC(=O)N2c3ccccc3Sc3ccccc32)s1 was read as TDP1 cell noCPT 10µM*, DT40 TDP1 CPT 13µM* and GCN5L2 inh -4%.
Nc1nc(-c2ccccc2)c(-c2ccccc2)o1 was read as TDP1 cell noCPT 3%, DT40 TDP1 CPT 0% and GCN5L2 inh -8%.
Screening COC(=O)CC/C(O)=C1\C(=O)CC(C)(C)CC1=Nc1ccccc1OC returned TDP1 cell noCPT inconclusive, DT40 TDP1 CPT 23µM* and GCN5L2 inh -9%.
CCN(CC)c1ccc(/C=N\NC(=O)c2cccc3cc[nH]c23)cc1 was read as TDP1 cell noCPT 2.9µM*, DT40 TDP1 CPT 5.2µM* and GCN5L2 inh -7%.
CCn1c(=O)c2cc(C(=O)NC3CCCCCC3)sc2c2ccccc21 was read as TDP1 cell noCPT 16µM*, DT40 TDP1 CPT 16µM* and GCN5L2 inh -7%.
`Cc1cc(C)c2c(=O)n(CC(=O)NCCCN3CCN(c4ccccc4F)CC3)sc2n1` gave TDP1 cell noCPT 3.3µM*, DT40 TDP1 CPT 4.6µM* and GCN5L2 inh inconclusive.
Screening CC1(C)CC(=O)c2cc(C(=O)Nc3ccccc3Cl)c(=O)n(-c3ccc(Cl)cc3)c2C1 returned TDP1 cell noCPT inconclusive, DT40 TDP1 CPT -17% and GCN5L2 inh 2%.
COc1ccc(OC)c(CN2C(=O)CN(S(C)(=O)=O)CC2(C)C(=O)NC(C)C)c1 (centres undefined) was read as TDP1 cell noCPT 3% and DT40 TDP1 CPT -3%.
For CCCCOC(=O)NC(NCC(O)c1ccccc1)(C(F)(F)F)C(F)(F)F (centres undefined) the results were TDP1 cell noCPT inconclusive, DT40 TDP1 CPT inconclusive and GCN5L2 inh -10%.
For CCN(CC)S(=O)(=O)c1ccc2nc(NC(=O)c3ccccc3OC)sc2c1 the results were TDP1 cell noCPT 5.2µM*, DT40 TDP1 CPT inconclusive and GCN5L2 inh -4%.
Cc1ccc(C(=O)Nc2cccc(-c3nc4ncccc4o3)c2)cc1 was read as TDP1 cell noCPT inconclusive, DT40 TDP1 CPT -25% and GCN5L2 inh -4%.
CCNc1ncc2nc(CCc3ccccc3)c(=O)n(C[C@H]3CCCO3)c2n1 was read as TDP1 cell noCPT 0%, DT40 TDP1 CPT -25% and GCN5L2 inh -18%.
Screening c1ccc(-c2cnnc(N3CCOCC3)n2)cc1 returned TDP1 cell noCPT inconclusive, DT40 TDP1 CPT inconclusive and GCN5L2 inh -14%.
Screening Cc1oc2ncn(CC(C)C)c(=O)c2c1C(=O)NCCCN1CCCCC1C (centres undefined) returned TDP1 cell noCPT -4%, DT40 TDP1 CPT -13% and GCN5L2 inh 10%.
For O=C(O)CCn1c(Cc2ccccc2)nc2ccccc21 the results were TDP1 cell noCPT 4%, DT40 TDP1 CPT -2% and GCN5L2 inh -12%.
Screening CC(=O)NNC(=O)CCn1nnc(-c2ccc(Cl)cc2)n1 returned TDP1 cell noCPT -18%, DT40 TDP1 CPT 8% and GCN5L2 inh 14%.
Screening Cc1ccc(S(=O)(=O)N2[C@@H](c3ccccc3F)C(C(=O)O)=CC[C@H]2c2cccc(C)c2)cc1 returned TDP1 cell noCPT -4%, DT40 TDP1 CPT -5% and GCN5L2 inh -10%.
For CSc1ncccc1C(=O)NNC(=O)c1csc(N2CCOCC2)n1 the results were TDP1 cell noCPT -2% and DT40 TDP1 CPT -10%.
For CCOC(=O)C1CCN(C(=S)Nc2ccc(C)cc2)CC1 the results were TDP1 cell noCPT -11%, DT40 TDP1 CPT -10% and GCN5L2 inh -3%.
Cc1cc(NC(=O)CSc2nc3ccccc3s2)no1 was read as TDP1 cell noCPT -2%, DT40 TDP1 CPT -3% and GCN5L2 inh 2%.
`c1ccc(CC2CCCNC2)cc1` (centres undefined) gave TDP1 cell noCPT -5%, DT40 TDP1 CPT -1% and GCN5L2 inh 0%.
`CN(C)C(CNC(=O)c1ccc(OCc2cn3ccccc3n2)cc1)c1ccco1` (centres undefined) gave TDP1 cell noCPT -2%, DT40 TDP1 CPT 5% and GCN5L2 inh -19%.
Screening CCc1c(C)sc(NC(=O)c2cc(-c3ccc(O)cc3)on2)c1C#N returned TDP1 cell noCPT 13%, DT40 TDP1 CPT inconclusive and GCN5L2 inh 1%.
For COc1ccc(-c2cc(-c3ccccc3)nc3c2COc2ccccc2-3)cc1 the results were TDP1 cell noCPT -21%, DT40 TDP1 CPT -27% and GCN5L2 inh -8%.
For Cc1cc(Cl)ccc1N=C1N=C(N)c2ccccc21 the results were TDP1 cell noCPT inconclusive, DT40 TDP1 CPT inconclusive and GCN5L2 inh -6%.
Screening COc1ccc(S(=O)(=O)N(Cc2nc(-c3cccc(C)c3)no2)C2CCCCC2)cc1 returned TDP1 cell noCPT inconclusive, DT40 TDP1 CPT 15µM* and GCN5L2 inh -13%.
O=C(c1cncc(Br)c1)N1CCN(c2ccc(N3CCOCC3)nn2)CC1 was read as TDP1 cell noCPT -19%, DT40 TDP1 CPT 6% and GCN5L2 inh -10%.
`Cn1c(-c2nonc2N)nc2ccccc21` gave TDP1 cell noCPT 6%, DT40 TDP1 CPT 1% and GCN5L2 inh -17%.
For CCc1c(C)nc(SCC(=O)N2CCN(c3ccccc3)CC2)[nH]c1=O the results were TDP1 cell noCPT inconclusive, DT40 TDP1 CPT -1% and GCN5L2 inh -3%.
`COc1ccc(C(=O)CSc2nc3nc(C)cc(C)n3n2)cc1OC` gave TDP1 cell noCPT -15%, DT40 TDP1 CPT -20% and GCN5L2 inh -4%.
Screening CC(=O)Nc1ccc(/C=N/Nc2ccc(C(=O)c3c(C)cc4ccccn34)cc2[N+](=O)[O-])cc1 returned TDP1 cell noCPT 12µM*, DT40 TDP1 CPT 18µM* and GCN5L2 inh -13%.
For Cc1cccc(N2CCN(C(=O)c3cc(C)oc3C)CC2C)c1 (centres undefined) the results were TDP1 cell noCPT 16µM*, DT40 TDP1 CPT inconclusive and GCN5L2 inh -4%.
COc1ccc(NC(=O)N2CCCC2)cc1OC was read as TDP1 cell noCPT 3%, DT40 TDP1 CPT -15% and GCN5L2 inh -3%.
Screening Cc1onc(-c2ccccc2)c1C(=O)Nc1cccc(OC(C)C)c1 returned TDP1 cell noCPT inconclusive, DT40 TDP1 CPT -25% and GCN5L2 inh -3%.
For Cc1nc(N2CCN(C(=O)c3ccco3)CC2)c2c3c(sc2n1)CCC3 the results were TDP1 cell noCPT 12µM*, DT40 TDP1 CPT 16µM* and GCN5L2 inh -6%.
Screening CCOC(=O)C1CCN(CC(=O)Nc2ccc(OC)c(Cl)c2)CC1 returned TDP1 cell noCPT -3%, DT40 TDP1 CPT -2% and GCN5L2 inh -2%.
Cc1ccc2[nH]c(C(=O)O)c(NC(=O)c3ccccc3[N+](=O)[O-])c2c1 was read as TDP1 cell noCPT inconclusive, DT40 TDP1 CPT 10% and GCN5L2 inh -1%.
Screening COc1cc(C(=O)Nc2cccc(NC(=O)c3ccccc3)c2)cc(OC)c1OC returned TDP1 cell noCPT -28%, DT40 TDP1 CPT inconclusive and GCN5L2 inh -6%.
`O=C(Nc1cccc(-c2cccc(Cl)c2)c1)C1CCN(CC2CCOC2)CC1` (centres undefined) gave TDP1 cell noCPT inconclusive, DT40 TDP1 CPT inconclusive and GCN5L2 inh -2%.
COCCCN1C(=O)C(=O)/C(=C(/O)c2ccc(OCC(C)C)cc2)C1c1cccnc1 (centres undefined) was read as TDP1 cell noCPT -9%, DT40 TDP1 CPT -10% and GCN5L2 inh inconclusive.
Screening Cc1cc(C)c2c(N)c(C(=O)NN3CC(=O)N(c4ccccc4)CC3=O)sc2n1 returned TDP1 cell noCPT -4%, DT40 TDP1 CPT 1% and GCN5L2 inh -24%.

Entries shown so far with a thiophene ring, fused or not, in the order listed:
For COc1ccc(-c2csc3ncn(Cc4ccccc4)c(=O)c23)cc1 the results were TDP1 cell noCPT inconclusive, DT40 TDP1 CPT inconclusive and GCN5L2 inh -7%.
For CCn1c(=O)n(-c2ccc(F)c(Cl)c2)c(=O)c2c3c(sc21)CN(C(C)=O)CC3 the results were TDP1 cell noCPT -18%, DT40 TDP1 CPT inconclusive and GCN5L2 inh -2%.
For COc1ccc(N2CCN(C(=O)Cn3c(-c4cccs4)cc4ccccc43)CC2)cc1 the results were TDP1 cell noCPT inconclusive, DT40 TDP1 CPT inconclusive and GCN5L2 inh -7%.
CCn1c(=O)c2cc(C(=O)NC3CCCCCC3)sc2c2ccccc21 was read as TDP1 cell noCPT 16µM*, DT40 TDP1 CPT 16µM* and GCN5L2 inh -7%.
Screening CCc1c(C)sc(NC(=O)c2cc(-c3ccc(O)cc3)on2)c1C#N returned TDP1 cell noCPT 13%, DT40 TDP1 CPT inconclusive and GCN5L2 inh 1%.
For Cc1nc(N2CCN(C(=O)c3ccco3)CC2)c2c3c(sc2n1)CCC3 the results were TDP1 cell noCPT 12µM*, DT40 TDP1 CPT 16µM* and GCN5L2 inh -6%.
Screening Cc1cc(C)c2c(N)c(C(=O)NN3CC(=O)N(c4ccccc4)CC3=O)sc2n1 returned TDP1 cell noCPT -4%, DT40 TDP1 CPT 1% and GCN5L2 inh -24%.

A portion of the library, so the mix of outcomes need not match the whole.
